From PubChem
MrgX1 PAM: allosterically activates human MrgX1 receptor signaling | Q96LB2 | 310,000 tested, 0.63% active | MrgX1-HEK293, Fluo-4 calcium flux, FDSS; stronger effect = higher value | B-score at 10 µM | AID 588675;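 active = plate-corrected calcium response at least 3 library SD above typical, normal starting fluorescence, not activating the receptor alone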;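 also: compound read alongside a low EC10 to EC30 dose of BAM8-22 agonist; peak minus trough fluorescence over baseline measured at the second addition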
TRPC4 act: opens the mouse TRPC4 cation channel; Q9QUQ5; HEK293 TRPC4beta/mu-opioid, Fluo4 calcium fluorescence; stronger effect = higher value; B-score at 10 µM; 310,000 tested, 0.49% active;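 active = B-score above 5 SD of library B-scores, and initial fluorescence ratio not above library mean plus 5 SD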;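 also: positive B-score marks a calcium rise read as TRPC4 activation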
Target sequence (Q9QUQ5 whole entry, looked up): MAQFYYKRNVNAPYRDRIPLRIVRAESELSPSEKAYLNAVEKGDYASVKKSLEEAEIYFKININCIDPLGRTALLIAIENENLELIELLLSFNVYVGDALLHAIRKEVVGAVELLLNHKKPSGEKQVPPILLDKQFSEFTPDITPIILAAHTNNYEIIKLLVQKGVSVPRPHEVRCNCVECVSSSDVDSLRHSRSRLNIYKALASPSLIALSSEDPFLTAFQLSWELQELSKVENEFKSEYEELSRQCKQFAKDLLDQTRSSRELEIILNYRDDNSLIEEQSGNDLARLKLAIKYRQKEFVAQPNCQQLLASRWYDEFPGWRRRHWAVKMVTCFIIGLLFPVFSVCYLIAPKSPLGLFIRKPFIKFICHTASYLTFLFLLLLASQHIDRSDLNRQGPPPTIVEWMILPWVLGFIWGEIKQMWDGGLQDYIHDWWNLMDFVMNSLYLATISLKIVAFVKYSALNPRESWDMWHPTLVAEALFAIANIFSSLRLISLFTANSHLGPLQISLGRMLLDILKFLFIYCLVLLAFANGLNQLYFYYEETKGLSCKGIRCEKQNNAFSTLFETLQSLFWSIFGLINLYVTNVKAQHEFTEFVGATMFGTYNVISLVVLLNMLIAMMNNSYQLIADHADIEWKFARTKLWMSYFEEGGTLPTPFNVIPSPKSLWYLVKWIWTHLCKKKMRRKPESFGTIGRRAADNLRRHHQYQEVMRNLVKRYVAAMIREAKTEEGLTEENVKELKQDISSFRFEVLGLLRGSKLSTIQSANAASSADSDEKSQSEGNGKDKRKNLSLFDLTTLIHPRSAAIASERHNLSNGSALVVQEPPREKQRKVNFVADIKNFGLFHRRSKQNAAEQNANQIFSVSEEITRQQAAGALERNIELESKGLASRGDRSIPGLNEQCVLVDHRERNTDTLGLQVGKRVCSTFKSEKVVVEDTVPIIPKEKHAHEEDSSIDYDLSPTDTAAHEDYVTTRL
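Technique: kinetic Fluo4 calcium fluorescence; Test system: TRPC4beta and mu-opioid receptor HEK293 stable cells; Measure: B-scored integrated calcium fluorescence ratio; Benchmarks: low control buffer alone, high control maximal DAMGO; Schedule: 45 min room-temperature Fluo4 loading, 110 s read.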
TRPC4 PAM: allosterically enhances the mouse TRPC4 cation channel; 310,000 tested, 0.42% active; AID 2227; HEK293 TRPC4beta/mu-opioid, DAMGO EC20, Fluo-4 Ca2+ flux; stronger effect = higher value; B-score at 10 µM; Q9QUQ5;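 active = B-score of calcium response area above 5 SD of library B-scores, with initial fluorescence ratio within 5 SD of library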;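 also: B-score of integrated fluorescence ratio over time as area under calcium response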
MrgX1 antag: antagonists of human MrgX1 receptor | Q96LB2 | MRGX1-HEK293 calcium flux, Fluo-4, BAM8-22 antagonism; stronger effect = lower value | B-score at 10 µM | 310,000 tested, 1.3% active;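 active = calcium-response B-score plate-corrected more than 3 library SD below zero, starting fluorescence within 5 deviations, no agonist response on first addition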;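 also: peak minus trough fluorescence over baseline after final BAM8-22 challenge near maximal dose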
HIF act: HIF pathway transcriptional activation | U2OS HRE-luciferase reporter, luminescence; normalized: DMSO 0%, desferrioxamine 100% | activation, % at 7.5 µM (by protocol) | 300,000 tested, 0.32% active | AID 1910;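 active = mean activation of at least 10% of the iron chelator positive control signal, with at least half of replicates also reaching 10%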
TRPC6 inhibitor: mouse TRPC6 channel inhibition; B-score at 10 µM; HEK293-TRPC6, membrane potential dye, ACh-evoked depolarization; stronger effect = lower value; Q61143; 310,000 tested, 1.1% active;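 active = B-score under library mean minus 3 SD, initial fluorescence not abnormally high, positive integrated signal ratio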;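 also: B-score derived from integrated fluorescence ratio over the kinetic read; more negative B-score means stronger inhibition of depolarization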
PolyA inhibitor: yeast polyadenylation inhibition | S. cerevisiae SKY197-pL101 polyadenylation reporter, beta-gal luminescence; efflux-impaired pdr1/pdr3 knockout yeast; score 100 = 6 SD above DMSO | 300,000 tested, 0.02% active | calls only at 12 µM;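 active = lowest replicate activity score at least 50, where 100 means six control SD above control mean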;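 also: yeast exposed to compound for 9 h at 30 °C; higher score means more reporter readthrough which indicates perturbed polyadenylation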
TRPC6 activator: mouse TRPC6 channel activation; Q61143; HEK293-TRPC6 membrane potential dye fluorescence; stronger effect = higher value; B-score at 10 µM; 310,000 tested, 0.13% active; AID 2550;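 active = B-score of the integrated fluorescence ratio above library mean plus 3 SD, and starting fluorescence ratio within library mean plus 5 SD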;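 also: higher score means more depolarization so channel activation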
MrgX1 agonist: human MrgX1 receptor agonism, primary screen. Q96LB2. MrgX1-HEK293 cells, Fluo-4 calcium fluorescence, agonist mode; stronger effect = higher value. B-score at 10 µM. 310,000 tested, 0.44% active. AID 588627;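 active = calcium response B-score plate-corrected fluorescence ratio at least 3 library SD, with starting fluorescence B-score inside 5 SD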
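times = overnight plating, then 30 min 37 °C plus 30 min room-temperature dye loading | assay system = stable human MrgX1 HEK293 cell line | input = fifteen thousand cells per well | signal = kinetic calcium dye fluorescence, Fluo-4 NW | dosing = compound delivered in addition one of three | read-out = B-scored fluorescence response ratio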
TRPC4 inh: blocks the mouse TRPC4 cation channel; B-score at 10 µM; AID 2247; 300,000 tested, 0.39% active; Q9QUQ5; HEK293 TRPC4beta/mu-opioid, DAMGO-evoked Fluo4 calcium flux; stronger effect = lower value;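 active = B-score over 3 SD under the library average, no early fluorescence shift, positive overall ratio signal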
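test system = HEK293 cells with stable TRPC4beta plus mu-opioid receptor expression | detection = Fluo4 Ca2+ flux fluorescence | read-out = integrated fluorescence ratio relative to baseline, converted to per-well B score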
AI-2 QS modul: Vibrio harveyi AI-2 quorum sensing modulation | Vibrio harveyi JMH597 AI-2 luminescence/OD600 ratio, 9 h; stronger effect = lower value; strain lacks LuxN and CqsS sensors; 0 = neutral-control median | activity change, % at 7.5 µM | 300,000 tested, 0.4% active; in the data active = activity change below about -75%, passing the limit was not always enough;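 also: luminescence divided by OD600 gain over 9 h not by final OD600 alone; inactives centre near 13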
* marks the source's active call; other numbers are inactive results; i = inactive; x = no result given. An excerpt; the hit share may differ from the screen's.

SMILES	MrgX1 PAM	TRPC4 act	TRPC4 PAM	MrgX1 antag	HIF act	TRPC6 inhibitor	PolyA inhibitor	TRPC6 activator	MrgX1 agonist	TRPC4 inh	AI-2 QS modul
CC(NCc1ccc(S(N)(=O)=O)cc1)C(=O)NCc1ccccc1 (stereo unspecified)	i	i	i	i	-6.4	i	i	i	i	i	8.8
Cc1ccccc1CN(c1ccc(C(=O)NCc2cccnc2)cc1)S(C)(=O)=O	i	i	i	i	0.4	i	i	i	i	i	21.7
COC(=O)CSC1=C(C#N)C(c2sccc2C)CC(=O)N1 (stereo unspecified)	i	x	x	i	-0.2	x	i	x	i	x	8.0
CCCCCCCC(=O)NNC(=O)CC(=O)Nc1ccccc1C(=O)O	i	i	i	i	-0.7	i	i	i	i	i	21.1
CC(=O)[C@@]1(O)[C@H](C)CC2C3CC=C4CC(OP(=O)(O)O)CC[C@]4(C)C3CC[C@@]21C (stereo partly specified)	i	i	i	i	-25.6	i	i	i	i	i	32.3
COc1ccc(NCC(=O)Nc2ccc(C#N)cc2)cc1Cl	i	i	i	i	2.0	i	i	i	i	i	0.5
O=C(Cc1cccs1)N/N=C/c1ccco1	i	i	i	i	0.0	i	i	i	i	i	16.8
COc1ccc(/C=C/C(=O)c2ccc(OC)cc2O)cc1	i	i	i	i	-0.2	i	i	i	i	i	21.0
CC(=O)N1CCc2cc(S(=O)(=O)NC3CCCCC3)ccc21	i	i	i	i	0.3	i	x	i	i	i	x
O=C(Cn1cnc2ccccc2c1=O)Nc1ccc2c(c1)OCO2	i	i	i	i	1.8	i	i	i	i	i	-71.0
COC(=O)c1ccc(CSc2nc3ccc(C)cc3[nH]2)o1	i	i	i	i	0.7	i	i	i	i	i	16.8
Cc1cc(C)c2[nH]c(C)c(CN3CCCCCC3)c(=O)c2c1	i	i	i	i	-0.5	i	i	i	i	i	-3.2
O=C(NCC(c1cccnc1)N1CCN(c2ccccc2F)CC1)C1CCCCC1 (stereo unspecified)	i	i	i	i	0.3	i	i	i	i	i	25.2
Cc1ccc(S(=O)(=O)Nc2cccc(NC(=O)CN3CCCCC3)c2)cc1	i	i	i	i	0.9	i	i	i	i	i	3.9
O=C(CCN1C(=O)C2CC=C(Cl)CC2C1=O)Nc1ccccc1O (stereo unspecified)	i	i	i	i	-0.4	i	i	i	i	i	33.5
C=CCOc1ccc(/C=C/C(=O)OCC(=O)Nc2c(C)n(C)n(-c3ccccc3)c2=O)cc1	i	i	i	i	0.0	i	i	i	i	i	11.5
CCOCCCNC(=O)c1ccc(N2CCCC2)c(NS(=O)(=O)c2ccc(C)cc2)c1	i	i	i	i	1.0	i	i	i	i	i	22.6
CC1CCCC(C)N1C(=O)COC(=O)Cc1ccc(F)cc1 (stereo unspecified)	i	i	i	i	0.5	i	i	i	i	i	-1.8
CCOC(=O)Cn1c(C)c(Br)c(=O)c2cccc(C)c21	i	i	i	i	-0.5	i	i	i	i	i	2.4
O=C(/C=C/c1ccc(F)cc1)c1cc(Br)ccc1O	i	i	i	i	0.7	i	i	i	i	i	12.3
Cc1ccc(NS(=O)(=O)c2cc3[nH]c(=O)c(=O)[nH]c3cc2C)c(C)c1	i	i	i	i	-0.1	i	i	i	i	i	-3.8
CN(C)CCCNCCCNC(=O)/C(=N\O)c1ccccc1	i	i	i	i	-0.6	i	i	i	i	i	x
CCOC(=O)c1cccc(NC(=O)/C=C/c2ccc([N+](=O)[O-])cc2)c1	i	i	i	i	0.3	i	i	i	i	i	7.4
CCCc1ccc(OCc2ccc(C(=O)OC)o2)c(OC)c1	i	i	i	i	-0.8	i	i	i	i	i	7.5
O=C(Nc1cccc(Cl)c1)c1cc2c(=O)n3ccccc3nc2s1	i	i	i	i	0.5	i	i	i	i	i	4.4
COc1ccc(/C=N/Nc2ccccn2)c(OC)c1OC	i	i	i	i	2.6	i	i	i	i	i	9.4
O=C(Nc1cc(C(F)(F)F)ccc1-n1cncn1)c1ccc(Cl)cc1	i	i	i	i	0.4	i	i	i	i	i	-1.4
CCCCn1nc(C(=O)N(C)CC(=O)Nc2cccc(F)c2)c2ccccc2c1=O	i	i	i	i	0.0	i	i	i	i	i	3.2
O=S(=O)(NCC1OCCc2ccccc21)c1ccc(S(=O)(=O)N2CCOCC2)cc1 (stereo unspecified)	i	i	i	i	0.3	i	i	i	i	i	4.7
COc1cc2[nH]c(=S)nc(NCC3CCCO3)c2cc1OC (stereo unspecified)	i	i	i	i	-25.9	i	i	i	i	i	21.4
CSCCCNC(=S)Nc1cccc(S(=O)(=O)NC2=NCCC2)c1	i	i	i	i	-1.0	i	i	i	i	i	19.0
O=C(COC(=O)CCOc1ccccc1)Nc1ccc(Cl)cn1	i	i	i	i	-0.3	i	i	i	i	i	3.4
O=C(N/N=C/c1ccc(N2CCOCC2)cc1)C1COc2ccccc2O1 (stereo unspecified)	i	i	i	i	-0.5	i	i	i	i	i	40.0
CCn1cc(CCC(=O)NCCN2CCOCC2)c2ccccc21	i	i	i	i	1.7	i	i	i	i	i	12.0
O=C(c1ccco1)N1CCc2ccccc21	i	i	i	i	5.7	i	i	i	i	i	2.9
Cc1c(Cl)cccc1NC(=S)NC1CCCC1	i	i	i	i	0.0	i	i	i	i	i	-5.4
CN(C(=O)n1cnc2ccccc21)c1ccccc1	i	i	i	i	1.1	i	i	i	i	i	4.4
COc1ccc(CC(=O)Nc2c3c(nn2-c2cccc(C)c2C)CS(=O)(=O)C3)cc1	i	i	i	i	-4.0	i	i	i	i	i	41.0
CSCCC(NC(=O)c1ccc([N+](=O)[O-])cc1Cl)C(=O)OCC(=O)NC1CCCC(C)C1C (stereo unspecified)	i	i	i	i	-0.4	i	i	i	i	i	-3.5
Cc1ccc(S(=O)(=O)c2nc(S(=O)(=O)CCO)sc2N2CCOCC2)cc1	i	i	i	i	0.3	i	i	i	i	i	16.3
O=C(CCNC(=O)c1ccco1)Nc1ccccc1N1CCOCC1	i	i	i	i	-7.1	i	i	i	i	i	2.1
COc1ccc(-c2noc3c2-c2nc(-c4ccccc4)sc2CC3)cc1	i	i	i	i	0.1	i	i	i	i	i	13.4
C=CCn1nnc2sc3c(c2c1=O)CCC(C)C3 (stereo unspecified)	i	i	i	i	-0.1	i	i	i	i	i	5.2
COC(=O)C(CCSC)NC(=O)CNS(=O)(=O)c1ccc(Cl)cc1 (stereo unspecified)	i	i	i	i	-0.2	i	i	i	i	i	2.5
O=C(O)COc1cccc2nsnc12	i	i	i	i	-0.7	i	i	i	i	i	7.7
CCOC(=O)c1csc(Nc2nc3ccc(F)cc3s2)n1	i	i	i	i	3.7	i	i	i	i	i	1.5
Cc1ccc(/C=c2\sc3nc(-c4ccco4)nn3c2=O)o1	i	i	i	i	-0.7	i	i	i	i	i	31.5
CCC(C)c1ccc(NC(=O)c2[nH]c(C)c(C(C)=O)c2C)cc1 (stereo unspecified)	i	i	i	i	0.4	i	i	i	i	i	15.1
Clc1c(-c2ccccc2)nnn1-c1ccccc1	i	i	i	i	0.6	i	i	i	i	i	12.2
COc1ccc(-c2nnn(Cc3nc(N)nc(N4CCCCC4)n3)n2)cc1	i	i	i	i	-0.1	i	i	i	i	i	22.5

Going on with the list:
SMILES	MrgX1 PAM	TRPC4 act	TRPC4 PAM	MrgX1 antag	HIF act	TRPC6 inhibitor	PolyA inhibitor	TRPC6 activator	MrgX1 agonist	TRPC4 inh	AI-2 QS modul
CCCNC(=O)Cn1c(=O)cnc2ccccc21	i	i	i	i	0.2	i	i	i	i	i	15.1
CC1(C)CC(=O)C(CC(=O)NC2CCCc3ccccc32)C(=O)C1 (stereo unspecified)	i	i	i	i	-0.4	i	i	i	i	i	0.7
CC(C)c1ccc(/C=C(\NC(=O)c2ccccc2)C(=O)NCCN2CCOCC2)cc1	i	i	i	i	-0.4	i	i	i	i	i	26.5
COc1cccc(C(=O)Nc2ccccc2C(=O)N2CCCC2)c1	i	i	i	i	1.6	i	x	i	i	i	7.0
CN(C)CCCNC(=O)C1(O)c2cc(Br)ccc2NC(=O)N1c1c(F)cccc1F (stereo unspecified)	i	i	i	i	-0.7	i	i	i	i	i	6.1
C=CCNC(=S)/N=c1/ccccn1CC	i	i	i	i	0.0	i	i	i	i	i	16.5
Cc1cc(=O)n(CC=C(Cl)Cl)c2ccccc12	i	i	i	i	-0.4	i	i	i	i	i	3.8
Cc1cc(Cl)c(S(=O)(=O)N2CCCC2)cc1OCC(N)=O	i	i	i	i	-0.4	i	i	i	i	i	34.6
Cc1ccc(SCc2nc(N)nc(Nc3ccccc3C)n2)cc1C	i	i	i	i	0.4	i	i	i	i	i	5.4
CC(=O)/C(N=Nc1ccc(SC(F)F)cc1)=C(\C)O	i	i	i	i	1.5	i	i	i	i	i	1.1
COc1cc(C2NC(=O)CCC2[N+](=O)[O-])c(OC)cc1Br (stereo unspecified)	i	i	i	i	-9.3	i	i	i	i	i	5.0
C/C(=N\NC(=O)c1c(Br)cnn1C)c1ccc(NC(=O)c2ccc(F)cc2)cc1	i	i	i	i	0.9	i	i	i	i	i	-1.0
O=C1Nc2ccccc2C(=O)N2[C@H](c3cccc(Br)c3)[C@@H]3C(=O)N(Cc4ccccc4)C(=O)[C@@H]3[C@H]12	i	i	i	i	-1.2	i	i	i	i	i	23.2
CC1=C(C#N)CCC(=O)N1Cc1c(F)cccc1Cl	i	i	i	i	-0.4	i	i	i	i	i	15.8
S=C(N/N=C/c1ccc(Cl)c(Cl)c1)Nc1ccccc1Cl	i	i	i	i	2.1	i	i	i	i	i	27.8
